Assay outcomes (PubChem)
influenza NS1A – H1N1 influenza NS1A inhibitors, functional cell based assay (AID 504329); NS1A functional cell-based assay, percent inhibition; higher % means a stronger effect; inhibition, % at 12.5 µM, or IC50 in µM where a hit was titrated; 340,000 compounds, 0.3% hits; in the data active = a potency from the dose series; inconclusive = inhibition above about 27% without an active follow-up result; also: strong numbers were not always called active
H37Rv inhibition – M. tuberculosis growth inhibition, HTS (AID 449762) | M. tuberculosis H37Rv growth inhibition, 7H9 media; higher % means a stronger effect | one-dose inhibition, % at 25 µM; IC50 in µM for titrated hits | 330,000 compounds, 0.59% hits; in the data active = a potency from the dose series; inconclusive = inhibition above about 70% without an active follow-up result;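 also: bacterial growth assessed after seven days of incubation; strong numbers were not always called active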
PhoP GFP inhibition – PhoP regulon inhibitors, Salmonella typhi PhoP promoter GFP reporter, confirmatory (AID 1850); 310,000 compounds, 0.33% hits; inhibition, % at 50 µM, or IC50 in µM where a hit was titrated; Salmonella Typhi PhoP-promoter GFP reporter, fluorescence, 4 h; higher % means a stronger effect; in the data active = a potency from the dose series; inconclusive = inhibition mostly from about 25% at the one dose, without a potency; inactive = the rest, 99 in 100 with inhibition below about 19%;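 also: 0% = induced wells with vehicle and 100% = uninduced wells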
M. tuberculosis – growth inhibition of non-replicating M. tuberculosis (AID 488890); Mycobacterium tuberculosis non-replicating, growth inhibition; higher % means a stronger effect; inhibition, % at 25 µM; hits with a dose series show IC50 in µM; 320,000 compounds, 0.39% hits; in the data active = a potency from the dose series; inconclusive = inhibition mostly from about 82% at the one dose, without a potency; inactive = the rest, 99 in 100 with inhibition below about 76%;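 also: plate controls were DMSO cells for no effect and high antibiotic wells for full effect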
VEEV TC-83 Vero – inhibitors of VEEV TC-83 cytopathic effect, confirmation, Vero cells (AID 588727). 350,000 compounds, 0.13% hits. Vero cells, VEEV TC-83 cytopathic effect inhibition; higher % means a stronger effect. one-dose inhibition, % at 20 µM; IC50 in µM for titrated hits; in the data active = a potency from the dose series; inconclusive = inhibition mostly from about 14% at the one dose, without a potency; inactive = the rest, 99 in 100 with inhibition below about 12%; also: strong numbers were not always called active
VEEV TC-83 Vero 10K pilot screen – second read-out of VEEV TC-83 Vero, no call of its own (marks repeat the call); inhibition, %; measured here: 10K pilot screen inhibition
Starred values were filed as active, the others as inactive; i = inactive; ? = inconclusive; nt = no result given.

SMILES	influenza NS1A	H37Rv inhibition	PhoP GFP inhibition	M. tuberculosis	VEEV TC-83 Vero	others
CCOC(=O)C1CCCN(CC(O)COCc2ccc3c(c2)OCO3)C1 (stereo not drawn)	-3%	-4%	5%	-5%	0.3%
COc1ccc(C2Nc3ccccc3C(=O)N2Cc2ccco2)cc1COc1ccc(F)cc1 (stereo not drawn)	-1%	11%	-4%	51%	6.7%
CC(C)C(CC(=O)NCc1ccco1)c1ccco1 (stereo not drawn)	-5%	-7%	-1%	6%	3.8%
COc1ccccc1NC(=O)CSc1nnc(C2CCCCC2)o1	-1%	-7%	-11%	77%	1.7%
CCOc1ccc(CC(=O)NCC2(N3CCCCC3)CCCCC2)cc1	6%	-2%	-1%	51%	0.3%
COc1cc2c(cc1OC)CN(C(=O)Cn1ccccc1=O)CC2	-2%	0%	-4%	14%	0.6%
CN(CCOC(=O)c1ccccc1)Cc1ccccc1	-6%	-1%	0%	73%	0.5%
O=C(Nc1ccc(S(=O)(=O)Nc2nccs2)cc1)c1cccc(F)c1	-8%	-1%	8%	12%	0.7%
NC(=O)c1ccc[n+](CC(=O)c2cccc([N+](=O)[O-])c2)c1	-3%	9%	27%	-1%	2.0%
O=C1/C(=C/c2ccccc2)C[C@@]2(O)[C@H]3Cc4ccc(O)c5c4[C@@]2(CCN3CC2CC2)C1O5 (stereo partly drawn)	1%	14%	nt	46%	5.0%
CNc1nnc(CSc2nc3ccccc3s2)s1	-17%	6%	-3%	75%	1.4%
COc1ccc(NC(=O)c2cc(S(=O)(=O)N3CCOCC3)cn2C)cc1Cl	-6%	6%	-8%	-7%	0.2%
CC1CCc2c(sc3ncnc(N4CCOCC4)c23)C1 (stereo not drawn)	1%	-11%	5%	23%	i
Cc1ccc2nc(N3CCN(C(=O)CCC(=O)O)CC3)nc(-c3ccccc3)c2c1	-6%	-2%	0%	3%	0.3%
CN(C)CCNC(=O)c1onc(CSc2ccncc2)c1C(=O)NCCN(C)C	-3%	-6%	-1%	-7%	1.0%
O=C(N/N=C/c1ccc(N2CCCC2)c([N+](=O)[O-])c1)c1cccnc1	-15%	13%	27%	6%	2.1%
O=C(Cn1nnc(-c2cccs2)n1)NCc1ccccc1	-11%	6%	0%	-9%	i
CCN(CC)S(=O)(=O)c1ccc(C(=O)Nc2nnc(-c3ccco3)o2)cc1	-1%	?	-6%	24%	3.5%	VEEV TC-83 Vero 10K pilot screen=12
COc1ccc(O)c(C2NC(CC(C)C)(C(=O)O)C3C(=O)N(Cc4ccccc4)C(=O)C23)c1 (stereo not drawn)	-1%	-1%	-1%	0%	1.9%	VEEV TC-83 Vero 10K pilot screen=0.0
O=C(Nc1cccc(C(F)(F)F)c1)c1cccnc1	5%	3%	-14%	41%	0.9%
O=C(c1ccco1)N1CCN(C(=O)c2ccc(CS(=O)c3ccc(Cl)cc3)o2)CC1 (stereo not drawn)	0%	-6%	-3%	-4%	7.2%
O=c1/c(=C\c2ccc(O)cc2)sc2n1C(c1ccccc1)C(c1ccccc1)=NN=2 (stereo not drawn)	-13%	56µM*	-3%	50%	7.5%
CC(NCC(O)c1ccc([N+](=O)[O-])cc1)C12CC3CC(CC(C3)C1)C2 (stereo not drawn)	14%	-1%	-1%	53%	i
CCOC(=O)c1ccc(-n2c(N)c(C(=O)NCc3ccco3)sc2=S)cc1	15%	8%	7%	?	1.5%	VEEV TC-83 Vero 10K pilot screen=6.7
Cc1ccc(Nc2nc(N)nc(CN3CCCCCC3)n2)c(C)c1	6%	1%	-2%	79%	0.2%

Four compounds out of the list, ordered by SMILES length, lowest first.
SMILES	influenza NS1A	H37Rv inhibition	PhoP GFP inhibition	M. tuberculosis	VEEV TC-83 Vero	others
O=C(Cn1nnc(-c2cccs2)n1)NCc1ccccc1	-11%	6%	0%	-9%	i
COc1cc2c(cc1OC)CN(C(=O)Cn1ccccc1=O)CC2	-2%	0%	-4%	14%	0.6%
O=C(Nc1ccc(S(=O)(=O)Nc2nccs2)cc1)c1cccc(F)c1	-8%	-1%	8%	12%	0.7%
O=C(N/N=C/c1ccc(N2CCCC2)c([N+](=O)[O-])c1)c1cccnc1	-15%	13%	27%	6%	2.1%

Remaining list, next part.
SMILES	influenza NS1A	H37Rv inhibition	PhoP GFP inhibition	M. tuberculosis	VEEV TC-83 Vero	others
O=C(O)c1cccc(-n2c(/C=C/c3ccc([N+](=O)[O-])cc3)nc3ccccc3c2=O)c1	-3%	5%	2%	-2%	0.8%
Cc1ccccc1OCCOC(=O)c1nc2nccc(C)n2n1	-4%	-1%	0%	-8%	0.8%
COc1ccccc1/C=C1/C(=O)ON=C1C	-1%	-2%	4%	-4%	1.0%
Cc1nn(-c2ccc(N3CCOCC3)nn2)c(C)c1CCC(=O)N1CCN(C)CC1	-5%	-6%	6%	-5%	0.7%
Nc1ccc(Nc2nc3ccccc3[nH]2)cc1	11%	1%	-6%	-20%	1.4%
NNC(=O)Cn1cnc2ccccc21	-3%	2%	4%	-6%	0.2%
C=CCNc1nc(C(=O)OCC(=O)c2ccccc2)cs1	-3%	-4%	7%	?	i
C=CCNc1sc(C(=O)C2CC2)c(N)c1C#N	-1%	4%	4%	-8%	0.3%
O=C(NC1CCCC1)c1sc(=S)n2c1[nH]c(=O)c1ccccc12	-1%	-8%	-8%	?	i
CC(=O)Nc1cccc(-c2nc3ccccc3[nH]2)c1	-4%	-4%	6%	5%	0.9%
Fc1ccc(N2CCN(c3nnnn3-c3ccccc3)CC2)cc1	13%	3%	6%	8%	0.9%
O=C(NCc1ccccc1)c1ccc2c(c1)C(=O)N(CC1CCCO1)C2=O (stereo not drawn)	-2%	-23%	-2%	0%	i	VEEV TC-83 Vero 10K pilot screen=0.7
Cc1ccc(OCCOCCN2CCN(C)CC2)c([N+](=O)[O-])c1	-6%	4%	-7%	16%	0.5%	VEEV TC-83 Vero 10K pilot screen=0.4
CC1CCN(C(=O)Cn2cnc3c2c(=O)n(C)c(=O)n3C)c2ccccc2S1 (stereo not drawn)	-2%	4%	11%	8%	i
CCN(CC)S(=O)(=O)c1ccc(N2CC(C(=O)NCc3ccc4c(c3)OCO4)CC2=O)cc1 (stereo not drawn)	-6%	-10%	nt	13%	2.8%
O=C(NCc1cccs1)c1ccccc1	1%	4%	7%	nt	2.1%
O=C(COC(=O)/C=C/C(=O)OCC(=O)Nc1ccccc1F)Nc1ccccc1F	8%	2%	-7%	-3%	i
O=C1N[C@@H](Cc2ccccc2)C(=O)N1CCN1CCOCC1	2%	0%	-14%	5%	1.2%
CCCNC(=O)C12CCC(C)(C(=O)O1)C2(C)C (stereo not drawn)	nt	-4%	-2%	-2%	1.1%
CC1(C)CC2CC(C)(CN2CC(=O)C(C#N)c2ccccc2)C1 (stereo not drawn)	-7%	13%	2%	7%	i
CCCCn1c2nc3ccccc3nc2c2c(=O)n(CCC(C)C)cnc21	-7%	2%	-11%	2%	0.7%
C#CCOCCOCCOCCNc1nc(N2CCN(C(=O)[C@H](CCCCN)n3cc([C@@H](N)[C@H](C)CC)nn3)CC2)nc(N2CCN(C(=O)[C@H](CCC(=O)O)n3cc([C@@H](N)CCCCN)nn3)CC2)n1	-2%	-3%	nt	nt	0.1%
c1ccc(CN2CCN(C3=Nc4cccc5cccc3c45)CC2)cc1	22%	nt	nt	nt	3.8%
Clc1ccc(-c2ccc(CNCc3ccccn3)o2)cc1	19%	?	-4%	0.77µM*	0.8%
CCN(CC)c1ccc(/C=C2/SC(=O)N(C(C)C)C2=O)o1	3%	nt	nt	nt	10%

Reprinted at random: 4 compounds from above
SMILES	influenza NS1A	H37Rv inhibition	PhoP GFP inhibition	M. tuberculosis	VEEV TC-83 Vero	others
CNc1nnc(CSc2nc3ccccc3s2)s1	-17%	6%	-3%	75%	1.4%
O=C(COC(=O)/C=C/C(=O)OCC(=O)Nc1ccccc1F)Nc1ccccc1F	8%	2%	-7%	-3%	i
Cc1ccc(Nc2nc(N)nc(CN3CCCCCC3)n2)c(C)c1	6%	1%	-2%	79%	0.2%
CCN(CC)S(=O)(=O)c1ccc(C(=O)Nc2nnc(-c3ccco3)o2)cc1	-1%	?	-6%	24%	3.5%	VEEV TC-83 Vero 10K pilot screen=12

New compounds follow
SMILES	influenza NS1A	H37Rv inhibition	PhoP GFP inhibition	M. tuberculosis	VEEV TC-83 Vero	others
O=C(/C=C/c1ccc(F)cc1)NC(=S)N1CCCCC1c1cccnc1 (stereo not drawn)	10%	-2%	-1%	-7%	1.1%
O=C(NC(Cc1ccccc1)C(=O)O)/C(=C/c1ccccc1)NC(=O)c1ccc(Br)o1 (stereo not drawn)	3%	-2%	4%	-7%	0.2%
CCc1cc2c(N3CCN(c4nnc(CC)s4)CC3)ncnc2s1	-3%	-6%	-13%	34%	8.5%
Cc1cccc(-n2nc(C(=O)c3ccco3)cc(-c3nc4ccccc4[nH]3)c2=N)c1	-13%	51%	5%	?	4.2%
CC1=C(Cl)C2=NS(=O)(=O)CCN2C=C1Cl	-1%	2%	-4%	1%	0.3%
Cc1c(NC(=O)C(=O)N/N=C/c2cccs2)c(=O)n(-c2ccccc2)n1C	-16%	-10%	9%	-10%	?
Cc1ccc(N2CCN(c3ccc(NC(=O)CCC(=O)O)cc3)CC2)cc1	-1%	6%	-5%	12%	1.4%
O=C(/C=C/c1cccc(Cl)c1)NCCc1ccccc1	-3%	42%	16%	51%	0.3%
CN(C)CCC(=O)c1cccc(Br)c1	5%	35%	9%	?	0.3%
CC1CCN(C(=O)CCC(=O)Nc2nnc(C3CCCCC3)s2)CC1	8%	1%	-14%	14%	2.0%
CCOc1ncccc1C(=O)OCC(=O)N1CC(=O)Nc2ccccc21	-14%	nt	-5%	-8%	1.2%	VEEV TC-83 Vero 10K pilot screen=1.6
COc1ccccc1NC(=S)N1CCN(c2nc(-c3ccccc3)cs2)CC1	19%	-1%	7%	1%	i
COc1ccc(NC(=O)CSc2n[nH]c(-c3ccccn3)n2)cc1	4.2µM*	-2%	2%	-8%	12%
N#Cc1c(Nc2ccccc2)c(C=O)c[nH]c1=O	-5%	12%	-10%	37%	0.1%
O=C(Nc1ccccc1)N1CCN(c2ccccn2)CC1	-4%	2%	-4%	-1%	i
O=[N+]([O-])c1ccccc1/C=C/CN1CCSCC1	1%	0%	2%	-3%	i
O=C(/C=C/c1ccc(Cl)c(Cl)c1)NCc1ccco1	3%	-5%	-4%	14%	1.3%
O=C(COC(=O)c1c(Cl)ccc(Cl)c1Cl)NC1CCS(=O)(=O)C1 (stereo not drawn)	-6%	-2%	7%	-17%	0.1%

Among those listed so far, 4 contain an aryl thioether with sulfur outside any ring:
SMILES	influenza NS1A	H37Rv inhibition	PhoP GFP inhibition	M. tuberculosis	VEEV TC-83 Vero	others
COc1ccccc1NC(=O)CSc1nnc(C2CCCCC2)o1	-1%	-7%	-11%	77%	1.7%
CNc1nnc(CSc2nc3ccccc3s2)s1	-17%	6%	-3%	75%	1.4%
CN(C)CCNC(=O)c1onc(CSc2ccncc2)c1C(=O)NCCN(C)C	-3%	-6%	-1%	-7%	1.0%
COc1ccc(NC(=O)CSc2n[nH]c(-c3ccccn3)n2)cc1	4.2µM*	-2%	2%	-8%	12%
